Rac1 mut GTP: GTP binding modulators of activated mutant Rac1, primary screen, biochemical, bead-based flow cytometry, multiplex, fluorescent GTP. 190,000 tested, 0.11% active. GST-Rac1 activated beads; actives lie on both sides; 100% means binding = to untreated wells. percent activity (GTP binding), % at 10 µM. Ras-related C3 botulinum toxin substrate 1 (Homo sapiens), P63000. AID 764, 2007;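 active means GTP binding at least 20 percentage points away from the 100% baseline, in either direction, so actives lie on both sides; inconclusive means Compound likely fluorescent itself, or too few beads counted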
Rac1 wt GTP bind: wildtype Rac1 GTP binding modulators, primary screen, biochemical, GST-Rac1 beads, flow cytometry, multiplex; Ras-related C3 botulinum toxin substrate 1 (Homo sapiens), P63000; fluorescent GTP binding; actives lie on both sides; 0 = cold GTP competed, 100 = untreated; GTP binding activity (% of control), % at 10 µM; 190,000 tested, 0.27% active; AID 757, 2007;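 active means GTP binding activity at least 20 points away from the 100% control level, either lower or higher; inconclusive means compound flagged as likely green fluorescent, judged across all proteins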
Cdc42 wt: modulators of GTP binding to wildtype Cdc42, primary screen, biochemical, multiplex bead flow cytometry, Bodipy-GTP; Cell division control protein 42 homolog (Homo sapiens), P60953; GST-Cdc42 beads; actives lie on both sides; percent activity (GTP binding), % at 10 µM; 190,000 tested, 0.2% active;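 active means percent activity GTP binding at least 20 points away from the 100% baseline, either down as inhibitor or up as activator; inconclusive means compound flagged as likely green fluorescent from well-wide comparison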;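 further: median bead fluorescence of bound Bodipy-FL-GTP at 100 nM; 0% = excess unlabeled GTP control and 100% = no compound control; below 100% means less GTP binding so inhibitor and above means activator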
Target sequence (P60953 whole entry, looked up): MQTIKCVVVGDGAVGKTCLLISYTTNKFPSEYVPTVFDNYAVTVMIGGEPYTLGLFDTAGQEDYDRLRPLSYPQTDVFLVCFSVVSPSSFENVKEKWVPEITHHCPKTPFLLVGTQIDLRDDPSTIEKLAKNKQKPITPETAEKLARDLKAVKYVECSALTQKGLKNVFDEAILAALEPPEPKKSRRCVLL
Rab2A wt mod: modulators of GTP binding to Rab2A wildtype, primary screen, biochemical, dog, bead-based flow cytometry, multiplex; GST-Rab2 wt beads, Bodipy-GTP binding; Ras-related protein Rab-2A (Canis lupus familiaris), P61105; 190,000 tested, 0.19% active; GTP binding activity, % at 10 µM; AID 760, 2007;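 active means GTP binding activity at least 20 points away from 100%, either lowered or raised; inconclusive means signal likely due to the compound's own green fluorescence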;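 further: 0% = beads with excess unlabeled GTP and 100% = no-compound control corrected for plate trend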
HRas wt GTP bind: modulators of GTP binding to HRas wildtype, primary screen, biochemical, bead-based flow cytometry, multiplex; 190,000 tested, 0.14% active; AID 759, 2007; GTPase HRas (Homo sapiens), P01112; GTP binding activity, % at 10 µM; GST-Ras wt beads, Bodipy-FL-GTP binding; actives lie on both sides;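 active means GTP binding activity at least 20% away from the 100% baseline, either lowered as inhibitor or raised as activator; inconclusive means flagged as likely green fluorescent, judged across all proteins in the well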;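 further: 0% = unlabeled GTP competition control and 100% = no-compound control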
Target sequence (P01112 whole entry, looked up): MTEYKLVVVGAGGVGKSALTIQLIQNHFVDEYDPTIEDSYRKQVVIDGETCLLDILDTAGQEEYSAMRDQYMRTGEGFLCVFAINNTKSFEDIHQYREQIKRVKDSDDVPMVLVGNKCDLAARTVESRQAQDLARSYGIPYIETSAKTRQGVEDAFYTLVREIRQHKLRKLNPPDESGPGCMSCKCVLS
Bim-Bcl-2: inhibitors of Bim-Bcl-2 binding, primary screen, biochemical, multiplexed, human Bcl-2 family | 190,000 tested, 0.06% active | inhibition, % at 10 µM | AID 950, 2007 | Apoptosis regulator Bcl-2 (Homo sapiens), P10415 | Bead-based flow cytometry, Bim peptide-Bcl-2 binding; in the data active means inhibition above about 40%; inconclusive means no clear call, values can overlap the other calls;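 further: 0% = no compound wells with probe peptide and 100% = reference peptide inhibitor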
Bim-Bcl-B: inhibitors of Bim-Bcl-B binding, primary screen, biochemical, multiplexed, human Bcl-2 family; bead-based flow cytometry, Bim peptide-Bcl-B binding; inhibition, % at 10 µM; 190,000 tested, 0.073% active;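 further: 0% = tracer peptide without compound and 100% = reference inhibitor peptide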
Bim-Bcl-XL: inhibitors of Bim-Bcl-XL binding, primary screen, biochemical, multiplexed, bead flow cytometry, human Bcl-XL | Bcl-2-like protein 1 (Homo sapiens), Q07817 | Bim peptide-Bcl-XL binding, fluorescence | inhibition, % at 10 µM | 190,000 tested, 0.04% active
Target sequence (Q07817 whole entry, looked up): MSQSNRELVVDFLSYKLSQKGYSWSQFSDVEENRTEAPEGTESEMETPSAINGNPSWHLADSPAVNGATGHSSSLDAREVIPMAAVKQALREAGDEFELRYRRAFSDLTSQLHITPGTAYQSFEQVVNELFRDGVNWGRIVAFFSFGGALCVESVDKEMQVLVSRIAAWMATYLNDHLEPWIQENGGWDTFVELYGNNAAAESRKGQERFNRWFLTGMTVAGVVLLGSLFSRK
Bcl-W Bim block: inhibitors of Bim binding to Bcl-W, primary screen, biochemical, multiplexed, bead-based flow cytometry | Bim peptide-Bcl-W binding | inhibition, % at 10 µM | 190,000 tested, 0.02% active | AID 952, 2007;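 further: 0% = bound tracer without compound and 100% = peptide blocker; higher means less fluorescent Bim peptide bound to Bcl-W beads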
Target sequence (Q92843 whole entry, looked up): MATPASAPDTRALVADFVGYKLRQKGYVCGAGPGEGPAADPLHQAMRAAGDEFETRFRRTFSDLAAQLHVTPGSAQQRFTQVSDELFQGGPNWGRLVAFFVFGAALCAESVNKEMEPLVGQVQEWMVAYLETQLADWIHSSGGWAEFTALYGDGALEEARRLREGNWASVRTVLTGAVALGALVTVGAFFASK
Bfl-1 Bim block: inhibitors of Bim binding to Bfl-1, primary screen, biochemical, multiplexed, bead-based flow cytometry; AID 1008, 2008; Bim-Bfl-1 binding inhibition; 190,000 tested, 0.12% active; Bcl-2-related protein A1 (Homo sapiens), Q16548; inhibition, % at 10 µM;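 further: 0% = wells without compound plus tracer and 100% = blocker peptide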
Rab7 wt GTP bind: modulators of GTP binding to Rab7, primary screen, biochemical, wildtype, multiplex bead flow cytometry. GST-Rab7 beads, fluorescent GTP binding; actives lie on both sides; untreated = 100%, excess cold GTP = 0%. GTP binding activity (percent of control), % at 10 µM. 190,000 tested, 0.055% active. AID 758, 2007;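 active means fluorescent GTP binding to Rab7 beads changed by at least 20 points from the 100% baseline, either direction, mostly lower; inconclusive means compound itself probably fluorescent, or too few beads counted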;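 further: median green fluorescence of bound Bodipy-FL-GTP per Rab7 bead population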
An asterisk follows results filed as active; ? = inconclusive; . = no result given. Unless noted, no stated cut-off is given here; in the data, active means inhibition above about 40%. An unsorted share of the library (roughly 0.62% active in at least one column).

SMILES	Rac1 mut GTP	Rac1 wt GTP bind	Cdc42 wt	Rab2A wt mod	HRas wt GTP bind	Bim-Bcl-2	Bim-Bcl-B	Bim-Bcl-XL	Bcl-W Bim block	Bfl-1 Bim block	Rab7 wt GTP bind
C=CCSc1nnc(-c2cnn(-c3ccccc3)c2-n2cccc2)n1C	99	101	102	99	100	-6	-8	6	2	-2	101
O=C(Nc1ncc2c(n1)-c1ccccc1CC2)c1cccc(Cl)c1	100	101	100	99	100	-1	-3	-2	0	-3	102
COc1ccccc1C(=O)Nc1c2c(nn1-c1cccc(C)c1C)CS(=O)C2 (stereo not given)	99	105	100	101	102	-9	-2	0	-2	-12	100
CCN1CCCC1CNC(=O)c1ccc(Sc2ccc(F)cc2)c([N+](=O)[O-])c1 (stereo not given)	96	100	97	99	97	-6	-4	-2	-3	-7	94
CCc1nccn1C(=O)c1cnn2c(C(F)F)cc(-c3ccc(C)cc3)nc12	97	100	102	94	95	-5	-4	-6	-3	-5	96
COc1cc(C(=O)NCCCc2nc3ccccc3n2Cc2cc(C)ccc2C)cc(OC)c1OC	96	102	100	99	99	-1	-2	-4	-2	0	96
CC1CC(OCC(O)CN2CCN(Cc3ccccc3)CC2)CC(C)(C)C1 (stereo not given)	97	105	102	98	99	-6	-9	-5	-8	-5	98
CCOC(=O)Cc1cnc(NC(=O)CSc2nc(C)c(CC)c(=O)[nH]2)s1	92	100	93	94	95	-6	-4	-3	-2	-6	101
CCCNC(=O)c1cccc(C(F)(F)F)c1	95	98	96	100	96	-1	0	-8	-4	-5	100
O=c1nc2c(-c3ccccc3F)n[nH]n2c2ccccc12	92	91	93	92	93	-1	2	0	2	0	98
O=C(CSC1=NCCS1)NC1CCCCC1	99	101	103	100	101	0	-2	0	0	1	99
CCOC(=O)CCc1c(C)c2ccc(OC(C)C(=O)OCC)c(C)c2oc1=O (stereo not given)	99	107	101	103	103	-7	-4	-4	0	-9	104
CN(C(=O)CCl)C1CCCc2ccccc21 (stereo not given)	94	92	93	97	95	2	0	-1	-2	4	92
C/C(=N/OCC(=O)NCCCCCCNC(=O)CO/N=C(/C)c1cccs1)c1cccs1	98	98	97	97	99	-3	-2	-4	-1	0	98
CCN(CC)S(=O)(=O)c1cccc(NC(=O)c2ccc(-n3nc(C)cc3C)cc2)c1	96	88	97	88	91	-2	0	0	-1	-3	94
CN(C)/C=C(\C(=O)c1ccc(Cl)cc1)c1nnnn1-c1ccc(Cl)cc1	98	100	100	98	99	5	-6	-7	-2	-8	102
O=C(NCCCn1ccnc1)/C(=C\c1cccs1)NC(=O)c1ccco1	99	103	102	98	100	-1	-5	-6	-4	-5	101
COc1ccc(-n2nnnc2S(=O)(=O)CC(=O)N2CCCCC2)cc1	85	91	82	89	95	-7	-5	-1	-1	-11	100
Cn1c(SCc2ccccc2[N+](=O)[O-])nnc1-c1cccnc1	98	106	99	99	98	-4	-7	-3	0	-6	104
O=C(CSc1ncnc2c1oc1ccccc12)NC1CCCCC1	101	106	105	100	102	-2	-5	-5	-8	-5	101
O=C(COC(=O)C1CCC(=O)N1)Nc1ccccc1Br (stereo not given)	95	91	97	96	93	0	3	1	-1	1	90
O=C(COC(=O)/C=C/c1ccccc1Cl)NC(=O)Cc1ccccc1	94	95	97	92	95	-8	-9	-9	-5	-8	97
CC(/C=N/n1cnnc1)=C\c1ccco1	104	111	109	105	103	-8	-8	-5	0	-15	99
O=C(CSc1ncccc1-c1nc2ccccc2[nH]1)NCc1ccco1	96	96	96	93	97	-1	-1	-1	-2	0	97

Taken from the listing for reference:
SMILES	Rac1 mut GTP	Rac1 wt GTP bind	Cdc42 wt	Rab2A wt mod	HRas wt GTP bind	Bim-Bcl-2	Bim-Bcl-B	Bim-Bcl-XL	Bcl-W Bim block	Bfl-1 Bim block	Rab7 wt GTP bind
CN(C(=O)CCl)C1CCCc2ccccc21 (stereo not given)	94	92	93	97	95	2	0	-1	-2	4	92
C/C(=N/OCC(=O)NCCCCCCNC(=O)CO/N=C(/C)c1cccs1)c1cccs1	98	98	97	97	99	-3	-2	-4	-1	0	98
CCN(CC)S(=O)(=O)c1cccc(NC(=O)c2ccc(-n3nc(C)cc3C)cc2)c1	96	88	97	88	91	-2	0	0	-1	-3	94
CN(C)/C=C(\C(=O)c1ccc(Cl)cc1)c1nnnn1-c1ccc(Cl)cc1	98	100	100	98	99	5	-6	-7	-2	-8	102
O=C(NCCCn1ccnc1)/C(=C\c1cccs1)NC(=O)c1ccco1	99	103	102	98	100	-1	-5	-6	-4	-5	101
COc1ccc(-n2nnnc2S(=O)(=O)CC(=O)N2CCCCC2)cc1	85	91	82	89	95	-7	-5	-1	-1	-11	100
Cn1c(SCc2ccccc2[N+](=O)[O-])nnc1-c1cccnc1	98	106	99	99	98	-4	-7	-3	0	-6	104
O=C(CSc1ncnc2c1oc1ccccc12)NC1CCCCC1	101	106	105	100	102	-2	-5	-5	-8	-5	101
O=C(COC(=O)C1CCC(=O)N1)Nc1ccccc1Br (stereo not given)	95	91	97	96	93	0	3	1	-1	1	90
O=C(COC(=O)/C=C/c1ccccc1Cl)NC(=O)Cc1ccccc1	94	95	97	92	95	-8	-9	-9	-5	-8	97

Next results.
SMILES	Rac1 mut GTP	Rac1 wt GTP bind	Cdc42 wt	Rab2A wt mod	HRas wt GTP bind	Bim-Bcl-2	Bim-Bcl-B	Bim-Bcl-XL	Bcl-W Bim block	Bfl-1 Bim block	Rab7 wt GTP bind
O=C(CCC(=O)N1CCN(S(=O)(=O)c2ccc(Cl)cc2)CC1)NCc1ccccc1	100	105	104	101	102	0	-4	-3	-1	0	99
COc1ccccc1OCC#CCSc1ncccn1	100	97	97	102	100	-2	-2	0	1	-4	105
C[C@]12CC[C@@H]3c4ccc(O)cc4CC[C@H]3[C@@H]1C[C@@H](O)[C@@H]2O	99	104	105	102	102	2	-6	-4	-6	0	101
COc1ccc(C2(C(=O)Nc3ccc(C(=O)O)cc3)CCOCC2)cc1	98	105	102	103	103	-2	2	4	0	0	101
CCOC(=O)C(=Cc1ccc(-n2cncn2)cc1)C(=O)OCC	91	92	89	96	95	0	-3	-3	0	-12	100
Cc1ccc(OCCCC(=O)N2CCOCC2)c(C)c1	91	96	99	96	98	-10	-9	-1	0	-13	101
NS(=O)(=O)c1ccc(NC(=O)Nc2cccc(Cl)c2)cc1	98	101	99	103	103	0	-4	1	1	-3	107
Cc1cc(S(=O)(=O)N2CCN(Cc3ccccc3)CC2)c(C)s1	97	98	98	97	96	-5	-7	-6	0	-6	96
O=C(CSc1nc(C2CCCCC2)nc2ccccc12)NCc1ccc2c(c1)OCO2	97	94	95	96	94	-3	-3	-2	-2	-2	88
CC(=O)Nc1cc(N=Cc2ccc(O)cc2O)c(Cl)cc1Cl	102	106	103	102	103	-5	-8	-7	-3	-6	105
O=C(NCc1ccccc1)C1CCCN1S(=O)(=O)c1cccc2cccnc12 (stereo not given)	96	103	98	97	99	-10	-9	-1	0	-9	97
COc1cc2c3nnc(-c4ccc(F)cc4)c-3cn(Cc3cccc(F)c3)c2cc1OC	?	?	?	?	?	?	.	.	.	.	?
CCOC(=O)CN1C2=NCCN2c2ccccc21	101	105	103	101	102	1	2	9	2	0	99
CCCCN(CCCC)C(=O)c1nsnc1-c1ccccc1O	99	108	107	106	104	0	-3	-2	-1	-1	106
CCOC(=O)C1(CC2CCCCO2)CCN(C(=O)Nc2ccc(SC)cc2)CC1 (stereo not given)	94	99	96	96	96	-3	0	-2	-3	4	96
CSCc1cc(N(C)C)nc(SCc2ccc(Cl)c(Cl)c2)n1	101	104	99	98	100	-8	-12	-5	0	-15	102
O=C(NC(=S)N1CCN(c2ccc([N+](=O)[O-])cc2)CC1)c1ccc(F)cc1	100	105	101	96	98	1	-3	-2	0	1	96
NS(=O)(=O)c1ccc(CNC(=O)CSc2ccccc2)cc1	95	100	100	99	98	0	-4	-2	-4	-3	98
COc1ccc2nc3oc(C(=O)Nc4ccc(OC)c(OC)c4)cc3cc2c1	96	100	104	98	100	-6	-5	-4	1	-12	99
CCOc1ccc(C(=O)c2ccncc2)cc1	95	94	94	93	96	-2	-8	-2	-4	-3	98
CCOC(=O)/C(=C/c1c2ccccc2cc2ccccc12)NC(=O)c1ccccc1	95	93	99	96	98	-11	-11	-10	0	-12	94
OCCNCc1ccc(OCc2ccc(Cl)cc2Cl)cc1	94	101	99	93	95	0	-1	-3	-1	2	91
COC(=O)[C@H](Cc1ccccc1)NC(=O)O[C@H]1C(=O)c2ccc(OC)cc2O[C@@H]1c1ccc2c(c1)OCO2	98	103	100	98	98	-2	-3	-5	-2	-3	93
Cc1nn(C)c(C)c1NC(=O)CC12CC3CC(CC(C3)C1)C2	97	95	103	100	102	-2	-2	-4	0	-3	106
CC(C)=C1C(=O)NN(c2ccc(C)c(Cl)c2)C1=O	98	102	101	98	98	36	56*	50*	48*	43*	96
CCOC(=O)c1c(C)oc2ccc(OS(C)(=O)=O)cc12	95	100	100	99	100	-8	-5	-1	-2	-6	106
CCSc1nnc(N2C(=O)CC(c3ccsc3)C3=C2CC(C)(C)CC3=O)s1 (stereo not given)	96	100	98	99	97	0	1	2	1	2	99
Cc1[nH]c(=O)[nH]c(=O)c1S(=O)(=O)N1CCCC(C(=O)N2CCN(c3cccc(C(F)(F)F)c3)CC2)C1 (stereo not given)	95	96	99	99	98	-3	-4	-1	-1	-4	98
